# Pf apPOL block: Pf-apPOL DNA polymerase inhibition; 0.25% of 210,000 active; inhibition, % at 10 µM; Recombinant Pf-apPOL, molecular beacon fluorescence, 1.5 h
# mHTT-CaM PPI inh: mHTT-calmodulin interaction abrogation; AlphaScreen His-mHTT/GST-CaM binding, luminescence; P42858; 3.6% of 190,000 active; AID 1671202; inhibition, % at 15 µM;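 also: 0% = both proteins with DMSO and 100% = one protein alone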
# * = called active by the depositor; i = inactive; nt = no result given; & = joins results of further samples. Rule as the data show it: active = inhibition above about 50%; inactive = the rest.
# The line under a structure holds: Pf apPOL block	mHTT-CaM PPI inh
Cc1ccc(C)c(NC(=O)COc2ccc(Br)cc2C)c1
    0	-4
COc1cccc(-c2nc(C=Nc3ccc(C)cc3C)c(O)o2)c1
    0	3
CCN(C)C(=O)C(C1CCCC1)N1CCN(C(=O)c2ccc(F)cc2)CC1 (centres undefined)
    -1	20
COc1cc(OCc2ccccc2)ccc1CN1CCCc2cc(C)ccc21
    1	nt
COc1ccc(-c2csc(N)n2)cc1[N+](=O)[O-]
    -6	4
CC(Oc1ccc(F)cc1)c1nc(-c2nonc2N)no1 (centres undefined)
    -6	-9
COc1ccc(CCNc2nc(=O)[nH]nc2C)cc1OC
    -8	1
O=C(c1cccc(F)c1)N1CCC(n2nc(-c3ccsc3)ccc2=O)CC1
    -1	95*
CCNC(=O)c1cnn(C(C)(C)C)c1CC
    -4	2
Cc1ccc(NC(=O)c2ccc(-n3nc(N4CCCC4)ccc3=O)cc2)cc1Cl
    6	-4
CC(C)n1c(Sc2nccn2C)nc2c1c(=O)n(C)c(=O)n2C
    -4&-5	-3&6
Cc1nc(C(=O)Nc2ccccc2)c(C)n1C1CCN(S(C)(=O)=O)CC1
    -1	2
CCOc1ccc(S(=O)(=O)Nc2ccc(I)cc2)cc1
    -16	-17
CC1CCN(CC(=O)N2CC(=O)Nc3ccccc32)CC1
    0	-3
COc1ccc(N(C(=O)C2CCCCC2)C2C=CS(=O)(=O)C2)cc1 (centres undefined)
    -1	-3
COc1cc(Cn2cc(CC(=O)NCc3ccco3)c3ccccc32)cc(OC)c1
    -45	27
COc1ccc(C(=O)Nc2ccc(-n3nncc3-c3ccc(Br)cc3)cc2)cc1OC
    -3	29
N#Cc1cnc2ccc(F)cc2c1N1CCC(C(=O)Nc2ccccc2F)CC1
    -2	2
CCCN1C(=O)Cc2cc(C(=O)N3CCCC3)ccc21
    -4	8
CC1=C(C#N)c2nc(N)c(C#N)c(C)c2/C1=C/c1ccc(-c2ccc([N+](=O)[O-])cc2)o1
    2	7
O=C(CCCCCn1nnc2ccccc2c1=O)NCc1ccc(Cl)cc1
    -5	14
Nc1ccn([C@H]2CC[C@@H](CO)O2)c(=O)n1
    -4	nt
Cc1ccc(-c2nc3ncccc3o2)cc1NC(=O)c1ccc([N+](=O)[O-])o1
    4	2
COc1ccc(C=Nc2c(C)n(C)n(-c3ccccc3)c2=O)cc1O
    -3	3
Cc1ccc(CN2C(=O)NC3(CCCN(C(=O)c4cc5ccccc5[nH]4)C3)C2=O)cc1 (centres undefined)
    -4	7
CC(=O)Oc1ccc2ccccc2c1C=C1N=C2CCCCCN2C1=O
    -9	-18
CCNCc1nc2scc(-c3ccccc3)c2c(=O)[nH]1
    -14	18
CCn1cc(CN2CCCC(c3nncn3-c3ccccc3)C2)cn1 (centres undefined)
    2	-7
COc1ccc(-c2cn3c(n2)N(C(=O)c2cnccn2)CCC3)cc1
    -7	23
Fc1ccc(C2Cn3cnc(-c4nc(-c5ccsc5)no4)c3CO2)cc1 (centres undefined)
    1	8
COc1ccc(C(=O)Nc2cccc(-c3nnc(-c4ccccc4)o3)c2)cc1
    -14	7
Cc1cc(C)c2c(N)c(S(=O)c3ccccc3)sc2n1 (centres undefined)
    -6	1
CCOC(=O)C(C#N)=Cc1ccccc1
    -1	nt
O=C(Nc1c2c(nn1-c1ccc([N+](=O)[O-])cc1)CSC2)C1CCCCC1
    -13	8
CC1=NN(c2cccc(Br)c2)C(=O)/C1=C/c1ccc(N(C)C)cc1
    -5	24
NC(N)=NN=C(/C=C/c1ccc([N+](=O)[O-])o1)/C=C/c1ccc([N+](=O)[O-])o1
    nt	100*
COc1ccc(CNC(=O)NCCC(O)C(C)(C)C)cc1 (centres undefined)
    -6	-16
Cc1cccc(NC(=O)N2CCCC(CCC(=O)NCc3ccc(F)cc3Cl)C2)c1 (centres undefined)
    -11	5
O=C(CCc1ccccc1)Nc1cccn2nc(C3CC3)nc12
    1	-5
O=C(Cc1cccc(F)c1)N1CCc2nc(-c3ccc(Cl)cc3)ncc2C1
    -5	-8
Cc1cc(C)c(S(=O)(=O)N2CCCC2c2nc(-c3ccccc3C)no2)c(C)c1 (centres undefined)
    0	-15
Clc1ccc(C=Nc2cccnc2)c(Cl)c1
    -3	nt
C#CCNC(=O)c1nnc(N2CCN(c3ccccc3Cl)CC2)c2ccccc12
    -2	12
COc1ccc(N2C(=O)CC(Sc3ccccc3C(=O)O)C2=O)cc1 (centres undefined)
    -6	0
CC1CCN(C(=O)C2CCc3sc(C(=O)N(C)C)cc3C2)CC1 (centres undefined)
    -7	-2
O=C(Nc1cccnc1)c1cc(F)c(F)cc1Cl
    3	-6
O=C(CCC1CCCN(C(=O)Nc2ccccc2)C1)N1CCN(c2ccccc2)CC1 (centres undefined)
    -3	15
Cc1cccc(OCC(=O)NC(C)c2ccccc2)c1 (centres undefined)
    -4	-11
O=C(NCc1ccco1)c1scc2c1OCCO2
    nt	0
COc1ccc(-n2cc(C(=O)N3CCCCC3)nn2)cc1
    4	-2
N#CCn1c2c(c(=O)n3ncnc13)CCCC2
    nt	0
CCc1ccc(-c2nocc2C#N)cc1
    -1	6
N/C(=N\OC(=O)c1ccc(Br)cc1)c1ccccn1
    -8	i
CCCCOc1ccc(C(C)NC(=O)C2CCCN(S(=O)(=O)N3CCCC3)C2)cc1 (centres undefined)
    -13	9
O=C(CSc1cn(CCNC(=O)c2ccc(F)cc2)c2ccccc12)NC1CCCCC1
    -2	3
COc1ccccc1CCC(=O)N1CCC(c2nc(C(=O)N3CCCC3)c(C)o2)CC1
    -7	12
OC(CCl)CSc1nc2ccccc2s1 (centres undefined)
    nt	-8
O=C(NCCNc1cc(Cl)ccc1[N+](=O)[O-])c1cc(F)c(F)cc1Cl
    -6	5
CC(NS(=O)(=O)c1ccc(Oc2c(Cl)cccc2[N+](=O)[O-])cc1)c1ccccc1 (centres undefined)
    1	nt
Cc1cc(C)nc(Sc2ccc(S(=O)(=O)C(F)(F)F)cc2[N+](=O)[O-])n1
    -1	5

# Taken from the results shown (5 entries):
# The line under a structure holds: Pf apPOL block	mHTT-CaM PPI inh
Cc1ccc(C)c(NC(=O)COc2ccc(Br)cc2C)c1
    0	-4
COc1cccc(-c2nc(C=Nc3ccc(C)cc3C)c(O)o2)c1
    0	3
CCN(C)C(=O)C(C1CCCC1)N1CCN(C(=O)c2ccc(F)cc2)CC1 (centres undefined)
    -1	20
COc1cc(OCc2ccccc2)ccc1CN1CCCc2cc(C)ccc21
    1	nt
COc1ccc(-c2csc(N)n2)cc1[N+](=O)[O-]
    -6	4

# Other compounds
# The line under a structure holds: Pf apPOL block	mHTT-CaM PPI inh
Cc1ccc(CNC(=O)C2CC(=O)N(C3CCCCC3)C2)cc1 (centres undefined)
    -2	2
CCN(CC)S(=O)(=O)c1ccc(NC(=O)CCc2ccccc2)cc1
    0	-13
COc1ccc(C=C2Oc3cc(OC(=O)c4ccc5c(c4)OCO5)ccc3C2=O)cc1OC
    -3	14
Cc1ccc(-n2nc3c(c2NC(=O)c2ccccc2C)CS(=O)(=O)C3)c(C)c1
    -5	-4
Cc1noc(C)c1C1CCCN1C(=O)C1CCCC1 (centres undefined)
    0	1
CCOc1ccc2c(c1)C(=NO)c1cc(OCC)ccc1-2
    -1	28
Cc1cc2[nH]c(C(=O)Nc3cc(F)c(F)cc3F)c(CN3CCCC3)c2s1
    4	-3
O=C(O)c1ccc2c(c1)C(=O)N(c1ccc(N3C(=O)C4C5CCC(C5)C4C3=O)cc1)C2=O (centres undefined)
    0	3
CC(C)Cn1c(C2CCN(C(=O)c3ccccc3)C2)nc2ccncc21 (centres undefined)
    4	-1
CSCC(C)(O)CNC(=O)C(C)(C)C (centres undefined)
    -4	0
O=C(N1CC(c2nc(-c3cccs3)no2)C1)C1(c2ccccc2)CCOCC1
    -3	-12
Nc1ccc2nc(-c3cccc(Cl)c3)oc2c1
    7	-5
O=C(CCN1C(=O)C2C3C=CC(CC3)C2C1=O)Nc1ccc2c(c1)OCO2 (centres undefined)
    -2	28
Cc1nc(-c2ccccc2)sc1C(=O)N1CCC(CC(=O)NCCN(C)C)CC1
    2	-1
CCOC(=O)CNC(=O)N1CCC(n2c(-c3ccsc3)nc3cccnc32)C1 (centres undefined)
    -3	3
COc1ccccc1N(CC(O)Cn1nc(C)cc1C)S(=O)(=O)c1ccccc1 (centres undefined)
    4	10
Cc1cccc(N2CCN(C(=O)C3CCN(c4nnc(-c5ccccc5)o4)CC3)CC2)c1C
    -2	-5
Cc1cc(S(=O)(=O)NCc2ccco2)c(C)s1
    nt	-2
O=C(Nc1ccc(S(=O)(=O)Nc2nccs2)cc1)c1cccnc1
    14	-8
CN(C)c1ccc(/C=C2N=C(/C=C/c3ccc(Cl)cc3)OC\2=O)cc1
    1	18
COc1ccc([C@H]2C[C@H](n3cc(-c4ccc(F)cc4)nn3)[C@@H](O)CN2C(=O)c2cccs2)cc1
    -3	13
Cc1cc(C)c(-c2noc(C)n2)c(NC(=O)c2ccc(C(C)(C)C)cc2)n1
    3	14
CC(C)(C)OC(=O)Cn1cnc2c(-c3cccc(Cl)c3)csc2c1=O
    -2	-20
O=c1oc2cc([N+](=O)[O-])ccc2n1CNc1ccccc1Cl
    -13	4
O=C1OC(c2cccc(Cl)c2)=N/C1=C\c1ccccc1Br
    1	-3
Cc1cccc(C(=O)N2N=C(c3cccc(Br)c3)CC2(O)C(F)(F)F)c1 (centres undefined)
    0	19
O=[N+]([O-])c1ccc(Sc2nc3ccccc3o2)c([N+](=O)[O-])c1
    2	12
CC(Oc1ccc(F)cc1)C(=O)Nc1cc(N2CCOCC2)ncn1 (centres undefined)
    -9	-6
CCOc1ccc(C2NC(=O)NC(C)=C2C(=O)Nc2ccc(C)cc2C)cc1 (centres undefined)
    1	7
CCn1ccc2c(cc(C(=O)Nc3ccc(OC(F)(F)F)cc3)n2C)c1=O
    -3	-3
CN(C)C(=O)c1cc(Cl)c(Cl)c(Cl)c1Cl
    -9	-2
COC(=O)C(C)Oc1ccc2c(=O)c(-c3ccccc3)c(C(F)(F)F)oc2c1 (centres undefined)
    -5	-19
O=C(CCCN1C(=O)C(=Cc2ccccc2)SC1=S)NC12CC3CC(CC(C3)C1)C2
    -14	2
COc1ccc(C2C(=C(O)c3ccc(OC)c(OC)c3)C(=O)C(=O)N2CCN(C)C)cc1 (centres undefined)
    -10	-1
CC(=O)c1sc(NC(=O)CSc2ccccc2)nc1-c1ccccc1
    -10	-6
Cc1ccc(C)c(CNC(=O)c2ccc3c(c2)nc2n3CCCC2)c1
    3	13
CCC(CC)N=C1NS(=O)(=O)c2ccccc21
    nt	-4

# Quoted at random: 2 records from the list
# The line under a structure holds: Pf apPOL block	mHTT-CaM PPI inh
COc1ccc(C2C(=C(O)c3ccc(OC)c(OC)c3)C(=O)C(=O)N2CCN(C)C)cc1 (centres undefined)
    -10	-1
COC(=O)C(C)Oc1ccc2c(=O)c(-c3ccccc3)c(C(F)(F)F)oc2c1 (centres undefined)
    -5	-19

# In the list so far, five have a cyano group:
# The line under a structure holds: Pf apPOL block	mHTT-CaM PPI inh
N#Cc1cnc2ccc(F)cc2c1N1CCC(C(=O)Nc2ccccc2F)CC1
    -2	2
CC1=C(C#N)c2nc(N)c(C#N)c(C)c2/C1=C/c1ccc(-c2ccc([N+](=O)[O-])cc2)o1
    2	7
CCOC(=O)C(C#N)=Cc1ccccc1
    -1	nt
N#CCn1c2c(c(=O)n3ncnc13)CCCC2
    nt	0
CCc1ccc(-c2nocc2C#N)cc1
    -1	6

# An excerpt of these results, as labelled records:
Cc1ccc(C)c(NC(=O)COc2ccc(Br)cc2C)c1
- Pf apPOL block: 0
- mHTT-CaM PPI inh: -4

COc1cccc(-c2nc(C=Nc3ccc(C)cc3C)c(O)o2)c1
- Pf apPOL block: 0
- mHTT-CaM PPI inh: 3

CCN(C)C(=O)C(C1CCCC1)N1CCN(C(=O)c2ccc(F)cc2)CC1 (centres undefined)
- Pf apPOL block: -1
- mHTT-CaM PPI inh: 20

COc1cc(OCc2ccccc2)ccc1CN1CCCc2cc(C)ccc21
- Pf apPOL block: 1
- mHTT-CaM PPI inh: nt
